Screening results deposited in PubChem by several laboratories.
SUMO Mot1 rescue: inhibitors of SUMOylation pathway: yeast Mot1-301 growth rescue; S. cerevisiae Mot1-301 growth rescue, ATP luminescence, 38.5C; percent above DMSO median, 100 means doubled; growth rescue, % at 18.8 µM; 320,000 compounds, 1% hits;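 active means every valid replicate shows activation above 250% relative to neutral control wells; inactive means the rest, any valid replicate at or below 250%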;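 further: OY570 slx delta 5 strain wells were the positive control but not used for scaling; some compounds called inactive have numbers as strong as hits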
dFosB act: activators of mouse delta FosB homodimer; P13346; purified delta FosB, TAMRA-CDK5 oligo fluorescence polarization; percent of positive-control signal above neutral wells; activation, % at 25 µM; 340,000 compounds, 0.99% hits;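 active means mean activation above about 17%, with every replicate also reaching it, limit read from the data, passing the limit was not always enough; inconclusive means only one of the two conditions met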;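 further: fluorescence polarization rise as delta FosB binds a TAMRA Cdk5 AP-1 oligo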
Target sequence (P13346 whole entry, looked up): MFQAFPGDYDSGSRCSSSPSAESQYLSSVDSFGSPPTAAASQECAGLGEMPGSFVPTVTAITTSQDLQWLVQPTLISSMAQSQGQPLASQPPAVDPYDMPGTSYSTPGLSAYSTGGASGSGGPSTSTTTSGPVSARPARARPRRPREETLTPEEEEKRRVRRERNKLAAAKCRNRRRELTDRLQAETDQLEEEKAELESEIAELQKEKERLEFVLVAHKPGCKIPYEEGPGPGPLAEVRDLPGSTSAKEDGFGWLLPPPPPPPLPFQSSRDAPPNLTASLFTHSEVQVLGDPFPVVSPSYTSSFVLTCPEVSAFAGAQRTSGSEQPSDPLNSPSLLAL
PfHsp90 set2: reduces growth (ATP signal) of yeast expressing P. falciparum Hsp90; S. cerevisiae expressing PfHsp90, BacTiter-Glo ATP, 48 h; yeast lacking PDR1 and PDR3 efflux regulators; inhibition, % at 9.4 µM; 310,000 compounds, 0.32% hits;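 active means every replicate shows inhibition above about 80%, whatever the replicate mean, limit read from the data; inconclusive means mean inhibition reaches the set limit but some replicate falls short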;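 further: 0% = DMSO neutral controls and 100% = 20 µM radicicol positive controls; yeast relying on Plasmodium falciparum Hsp90 in place of its own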
PvdQ inh: P. aeruginosa PvdQ acylase inhibition | purified PvdQ acylase, fluorescence plate reader | inhibition, % at 10 µM | 340,000 compounds, 0.063% hits | AID 488965; in the data active means inhibition above about 30%, passing the limit was not always enough; inconclusive means no clear call, values can overlap the other calls;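 further: 0% = vehicle neutral wells and 100% = reference inhibitor wells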
NSD2 inh: blocks human histone methyltransferase NSD2; 310,000 compounds, 0.54% hits; inhibition, % at 12.5 µM; NSD2 peptide methylation, AlphaScreen, 120 min; O96028; in the data active means inhibition above about 50%
cardiac RTF act: increases calcium sensitivity of human cardiac regulated thin filaments | P19429+P45379 | activation, % at 7.2 µM | 340,000 compounds, 0.24% hits | IANBD-labeled TnC RTF fluorescence at EC20 calcium; 0% EC20 calcium, 100% full calcium;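 active means activation above the mean over all tested compounds plus 3 SD, cut at about 30% in these data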;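 further: rise in fluorescence read as greater calcium sensitivity of cardiac thin filaments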
RTF Ca sens inh: cardiac RTF calcium desensitization | 340,000 compounds, 0.12% hits | P19429+P45379 | AID 493244 | IANBD-labeled cardiac RTF, Ca2+ fluorescence | inhibition, % at 7.15 µM;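 active means inhibition above the mean inhibition of all tested compounds plus 3 SD, cut at about 17% in these data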;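 further: assay run at fixed EC70 calcium of 1.6 mM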
LANA DNA inh: blocks KSHV LANA C-terminal domain binding to DNA. inhibition, % at 9 µM. MBP-C-LANA/FAM-LBS DNA binding, fluorescence polarization. 340,000 compounds, 0.078% hits;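 active means highest replicate inhibition at or above 60% at 9 µM, even if other replicates fall short; inactive means all replicates below 60% inhibition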;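 further: 0% = neutral control wells and 100% = 4 µM acridine orange control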
Keap1 Nrf2 FP: disrupts human Keap1 binding to Nrf2 peptide | AID 504523 | Keap1 Kelch-Nrf2 peptide fluorescence polarization, 1536-well | Q14145 | inhibition, % at 9.4 µM | 340,000 compounds, 0.15% hits; in the data active means inhibition above about 12%; inconclusive means no clear call, values can overlap the other calls; inactive means below about 7.3%;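 further: human Keap1 Kelch domain with fluorescein labeled Nrf2 9mer peptide probe; 0% = neutral control wells and 100% = peptide positive control; higher means more block of Keap1 binding to Nrf2 peptide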
Target sequence (Q14145 whole entry, looked up, the tested form may be a part): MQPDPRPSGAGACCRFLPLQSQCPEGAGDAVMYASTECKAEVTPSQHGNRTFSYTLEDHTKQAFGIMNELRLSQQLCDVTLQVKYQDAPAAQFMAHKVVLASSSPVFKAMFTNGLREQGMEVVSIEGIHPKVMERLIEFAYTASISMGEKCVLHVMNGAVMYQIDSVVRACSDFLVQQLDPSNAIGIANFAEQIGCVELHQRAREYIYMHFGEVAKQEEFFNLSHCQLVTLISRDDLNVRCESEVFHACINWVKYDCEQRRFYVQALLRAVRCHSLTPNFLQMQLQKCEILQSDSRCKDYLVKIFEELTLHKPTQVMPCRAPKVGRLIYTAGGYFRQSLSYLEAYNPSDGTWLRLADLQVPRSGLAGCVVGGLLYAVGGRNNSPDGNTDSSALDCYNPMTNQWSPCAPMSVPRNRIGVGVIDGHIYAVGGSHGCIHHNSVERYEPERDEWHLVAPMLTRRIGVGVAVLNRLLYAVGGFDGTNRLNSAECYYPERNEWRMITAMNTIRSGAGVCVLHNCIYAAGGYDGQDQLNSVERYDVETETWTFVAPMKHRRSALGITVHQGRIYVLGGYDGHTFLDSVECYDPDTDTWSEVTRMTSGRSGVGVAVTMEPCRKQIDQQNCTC
Rtt109 HAT inh: inhibitors of Candida albicans Rtt109/Vps75 histone acetyltransferase; Q5AAJ8; purified Rtt109/Vps75, ThioGlo CoA-SH fluorescence, 4 h; inhibition, % at 34.9 µM; 330,000 compounds, 0.16% hits;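 active means inhibition of at least 50% in every replicate; inconclusive means best replicate reaches 50% inhibition but some replicates fall short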
CDK5 inh: CDK5/p35 (human) kinase inhibition; Q00535+Q15078; inhibition, % at 10 µM; AID 488839; Recombinant CDK5/p35, ADP-Glo luminescence, 60 min; 330,000 compounds, 0.01% hits;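 active means highest replicate inhibition of at least 50% and at least 75% of replicates reaching 50%; inconclusive means only one of the two criteria met; inactive means both criteria failed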;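 further: plate controls were DMSO neutral control for no effect and GW8510 at 10 µM for full effect; many of its hits are not listed in these tables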
Starred values were filed as active, the others as inactive; ? = inconclusive; . = no result given.

1. CCN(CC)C(=O)Cn1cnc2sc(C(=O)N3CCN(Cc4ccc5c(c4)OCO5)CC3)c(C)c2c1=O
2. CC(C)NC(=O)c1ccc(C2SCC(=O)N2Cc2ccccc2)cc1 (configuration not stated)
3. O=C1NC(Cc2ccccc2)C(=O)N1CC(=O)N1CCCc2ccccc21 (configuration not stated)
4. Cc1cccc(NC(=O)CCN2CCN(C/C=C/c3ccccc3)CC2)c1
5. COc1ccc(NC(=O)c2ccco2)cc1S(=O)(=O)N1CCCCC1
Compound	1	2	3	4	5
SUMO Mot1 rescue	-8	-11	5	-9	-6
dFosB act	-9	-4	-2	-10	-9
PfHsp90 set2	36	0	-1	-8	1
PvdQ inh	-8	-2	-13	8	13
NSD2 inh	-1	-1	0	4	1
cardiac RTF act	1	4	0	1	-2
RTF Ca sens inh	-6	-5	-6	-7	-2
LANA DNA inh	0.5	1.7	-0.6	-0.8	-1.3
Keap1 Nrf2 FP	0	3	0	1	3
Rtt109 HAT inh	-2	.	-2	.	-4
CDK5 inh	2.4	-1.4	0.6	-0.4	1.2

6. CCOC(=O)CSc1nnc(-c2ccc(Cl)cc2Cl)o1
7. CCn1c(SCC(=O)Nc2sccc2C(N)=O)nnc1C1CC1
8. O=C(NCc1cccs1)c1cnc2sccn2c1=O
9. CCOc1ccc(NC(=O)CN(c2ccc([N+](=O)[O-])cc2)S(=O)(=O)c2ccccc2)cc1
10. COc1ccc(CCNC(=O)CSc2c[nH]c3ccccc23)cc1OC
Compound	6	7	8	9	10
SUMO Mot1 rescue	74	.	-1	-9	-1
dFosB act	-5	-3	1	5	1
PfHsp90 set2	.	-5	7	0	-8
PvdQ inh	-8	0	1	-6	-9
NSD2 inh	-5	3	.	1	.
cardiac RTF act	4	1	1	2	-3
RTF Ca sens inh	-19	3	-8	-22	-11
LANA DNA inh	0.4	-0.4	0.9	-2.0	1.0
Keap1 Nrf2 FP	-7	-1	2	-3	4
Rtt109 HAT inh	8	.	-7	-10	-2
CDK5 inh	-2.9	-1.6	0.1	-6.2	-1.1

11. CC(=O)c1c(C)[nH]c(C(=O)CSc2ncnc3sc(-c4ccccc4)cc23)c1C
12. CC(Oc1cccc(Br)c1)C(=O)NNC(=O)CCNC(=O)c1ccccc1Cl (configuration not stated)
13. O=C(c1sc2ccccc2c1Cl)N1CCN(c2ccc(F)cc2)CC1
14. COc1ccc(C(=O)Nc2ccc3ccccc3c2)c(OC)c1
15. CCOC(=O)CNC(=O)CSc1nnc(Cn2cnc3ccccc32)n1C
Compound	11	12	13	14	15
SUMO Mot1 rescue	6	3	4	5	122
dFosB act	-4	-7	-1	-10	-2
PfHsp90 set2	-5	20	0	18	-20
PvdQ inh	-9	-2	-6	-9	-10
NSD2 inh	0	-3	0	-6	-1
cardiac RTF act	2	-5	-1	-4	-4
RTF Ca sens inh	-1	-3	-1	-5	-8
LANA DNA inh	-1.6	0.6	0.0	-1.1	2.7
Keap1 Nrf2 FP	-5	-5	3	-3	5
Rtt109 HAT inh	2	12	13	-2	-7
CDK5 inh	-1.6	-0.2	1.3	0.2	-1.0

16. COc1ccc(C(=O)NC(C)c2nnc(SCC(=O)Nc3nc4ccccc4s3)n2C)cc1 (configuration not stated)
17. CC(C)C(c1nnnn1Cc1ccc(F)cc1)N1CCSCC1 (configuration not stated)
18. COc1ccc(NC(=O)CSc2nc(N)c(C#N)cc2C#N)cc1
19. CCCSc1nc(-c2ccccc2)cc(C(F)(F)F)c1C#N
20. CCCN(CC1CC1)C(=S)NC(=O)c1ccc(S(=O)(=O)N2CCOCC2)cc1
Compound	16	17	18	19	20
SUMO Mot1 rescue	14	2	9	23	-7
dFosB act	-7	2	-2	4	-5
PfHsp90 set2	5	32	.	18	-4
PvdQ inh	-11	-15	-9	8	-14
NSD2 inh	-3	0	4	0	10
cardiac RTF act	1	6	3	-2	7
RTF Ca sens inh	-1	-5	9	-4	-2
LANA DNA inh	1.5	1.6	-0.9	0.2	-0.7
Keap1 Nrf2 FP	4	-2	0	2	-4
Rtt109 HAT inh	-5	-1	-4	-2	4
CDK5 inh	0.3	-1.8	-0.1	0.2	1.2

2 of these compounds in a different format.
Value order – SUMO Mot1 rescue, dFosB act, PfHsp90 set2, PvdQ inh, NSD2 inh, cardiac RTF act, RTF Ca sens inh, LANA DNA inh, Keap1 Nrf2 FP, Rtt109 HAT inh, CDK5 inh
[17] CC(C)C(c1nnnn1Cc1ccc(F)cc1)N1CCSCC1 (configuration not stated)
 : 2, 2, 32, -15, 0, 6, -5, 1.6, -2, -1, -1.8
[18] COc1ccc(NC(=O)CSc2nc(N)c(C#N)cc2C#N)cc1
 : 9, -2, ., -9, 4, 3, 9, -0.9, 0, -4, -0.1

Carrying on.
21. CCOP(=O)(OCC)C(NC(=O)Nc1ccccc1)c1ccccc1 (configuration not stated)
22. COc1ccc(CNC(=O)c2c(O)c3cc(OC)c(OC)cc3[nH]c2=O)cc1OC
23. O=C(c1ccc2c(=O)n(CC3CCCO3)c(=S)[nH]c2c1)N1CCN(c2ccccc2)CC1 (configuration not stated)
24. CCC1CCCCN1CCN1C(=O)C2C(C(=O)Nc3ccc(OC)cc3)C3C=CC2(O3)C1C(=O)NC1CCCCC1 (configuration not stated)
25. Cc1ccc(-c2nnc(-c3ccncc3)n2-c2ccc(C)cc2)cc1
Compound	21	22	23	24	25
SUMO Mot1 rescue	15	-7	464	3	.
dFosB act	-4	?	-6	-7	2
PfHsp90 set2	27	-36	3	0	.
PvdQ inh	-14	-12	-6	-1	-12
NSD2 inh	-3	-2	47	14	3
cardiac RTF act	-6	1	-5	-3	-1
RTF Ca sens inh	2	-8	-6	4	5
LANA DNA inh	0.2	0.0	1.2	-0.9	-0.3
Keap1 Nrf2 FP	-5	-4	3	2	-2
Rtt109 HAT inh	-6	-7	5	13	1
CDK5 inh	1.0	2.2	0.3	0.2	0.2

26. O=C(O)CCC(=O)N1N=C(c2ccccc2)CC1c1ccc2c(c1)OCO2 (configuration not stated)
27. COc1ccc(N2CC(C(=O)Nc3ccc(N4CCOCC4)cc3)CC2=O)cc1 (configuration not stated)
28. COc1cccc(-n2nnc3c(=O)n(CC(=O)N4CCCCC4)cnc32)c1
29. COc1cc(OC)c(C(=O)Nc2ncn[nH]2)cc1OC
30. Cc1sc(NC(=O)C2C3CCC(C3)C2C(=O)O)c(C(N)=O)c1-c1ccc(C(C)(C)C)cc1 (configuration not stated)
Compound	26	27	28	29	30
SUMO Mot1 rescue	6	.	0	-4	-3
dFosB act	-1	-8	-6	8	-16
PfHsp90 set2	-6	.	-6	16	-48
PvdQ inh	5	-8	-6	-1	-8
NSD2 inh	-1	0	-3	-2	5
cardiac RTF act	0	4	3	2	-9
RTF Ca sens inh	-7	-8	-3	-17	-22
LANA DNA inh	0.5	-0.1	-0.4	-1.2	1.6
Keap1 Nrf2 FP	-2	6	2	0	-3
Rtt109 HAT inh	-9	-1	2	7	8
CDK5 inh	2.0	0.8	-0.1	-1.5	0.4

31. CCN1CCCC(NC(=O)c2scc3c2CCCC3)C1 (configuration not stated)
32. Cc1ccccc1C(=O)N/C(=C/c1ccc(-c2cccnc2Cl)o1)C(=O)NCCCN1CCN(C)CC1
33. CC(=O)c1ccc(N2CCN(S(=O)(=O)c3ccc4c(c3)NC(=O)CO4)CC2)cc1
34. CCC(=O)Nc1nc(C)nc(C)c1C(C)=O
35. C#CCNC(=O)C1=C[C@@H](C2CCCCC2)[C@H](CCCO)[C@@H](OCC)O1
Compound	31	32	33	34	35
SUMO Mot1 rescue	659*	-11	-15	84	5
dFosB act	1	-10	-4	3	-5
PfHsp90 set2	-46	-14	12	19	.
PvdQ inh	-16	-6	-9	-4	3
NSD2 inh	.	.	.	5	.
cardiac RTF act	0	11	2	3	-9
RTF Ca sens inh	-2	-2	-1	-12	2
LANA DNA inh	-1.6	-0.5	0.0	-0.3	0.6
Keap1 Nrf2 FP	-4	-1	-7	-1	-7
Rtt109 HAT inh	6	-1	-3	-2	-14
CDK5 inh	-0.3	-3.7	.	-0.8	-0.8

36. CC1(C)CC(=O)C(C2c3ccccc3Oc3ccccc32)C(=O)C1
37. COC(=O)C1=C(C)n2cnnc2NC1c1ccc(Cl)cc1 (configuration not stated)
38. CCOc1ccccc1NC(=O)CCC(=O)Nc1ccccc1OCC
39. CCN(CC)S(=O)(=O)c1ccc(OC)c(NC(=S)Nc2cccc(C)c2C)c1
40. O=C(O)C(NS(=O)(=O)c1ccccc1)C(O)c1ccccc1 (configuration not stated)
Compound	36	37	38	39	40
SUMO Mot1 rescue	3	30	-2	.	-20
dFosB act	-1	-2	1	-11	-6
PfHsp90 set2	-23	-2	5	12	21
PvdQ inh	-8	-12	-6	-2	-22
NSD2 inh	-3	.	5	0	4
cardiac RTF act	-1	1	2	4	5
RTF Ca sens inh	3	-4	-1	-1	-6
LANA DNA inh	1.1	0.8	0.6	0.6	0.1
Keap1 Nrf2 FP	4	1	-2	-1	-3
Rtt109 HAT inh	7	-2	-2	26	6
CDK5 inh	1.6	2.1	-0.3	-0.3	-1.7

Reformatted as a markdown table: 2 of the compounds above
| cpd | Structure | SUMO Mot1 rescue | dFosB act | PfHsp90 set2 | PvdQ inh | NSD2 inh | cardiac RTF act | RTF Ca sens inh | LANA DNA inh | Keap1 Nrf2 FP | Rtt109 HAT inh | CDK5 inh |
| --- | --- | --- | --- | --- | --- | --- | --- | --- | --- | --- | --- | --- |
| 37 | COC(=O)C1=C(C)n2cnnc2NC1c1ccc(Cl)cc1 (configuration not stated) | 30 | -2 | -2 | -12 | . | 1 | -4 | 0.8 | 1 | -2 | 2.1 |
| 38 | CCOc1ccccc1NC(=O)CCC(=O)Nc1ccccc1OCC | -2 | 1 | 5 | -6 | 5 | 2 | -1 | 0.6 | -2 | -2 | -0.3 |

Next section:
41. CC(NC(=O)c1ccc(N2CCCC2=O)cc1)c1ccccc1 (configuration not stated)
42. CC(C)c1ccc(NC(=O)COc2nnc(-c3cccs3)c(-c3cccs3)n2)cc1
43. Cc1ccc(S(=O)(=O)N(Cc2ccc(C(F)(F)F)cc2)C(=O)N2CCN(C)CC2)cc1
44. CCCNC(=O)N1CCC(c2nc3ccccc3s2)CC1
Compound	41	42	43	44
SUMO Mot1 rescue	9	810*	170	0
dFosB act	3	2	-6	-5
PfHsp90 set2	-21	-11	24	-7
PvdQ inh	-12	-4	-12	-12
NSD2 inh	0	13	-2	0
cardiac RTF act	-1	-1	4	-6
RTF Ca sens inh	4	-8	-3	-3
LANA DNA inh	1.9	-0.7	0.8	0.4
Keap1 Nrf2 FP	-4	-2	-4	1
Rtt109 HAT inh	6	-2	-4	6
CDK5 inh	0.4	0.7	1.0	-1.1
